LYPLA1 counter – blocks human lysophospholipase 1, a PME1 counter-screen. 0.16% of 320,000 active. inhibition, % at 5.9 µM. recombinant LYPLA1, FP-Rh probe fluorescence polarization;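 active = inhibition above the mean of all tested compounds plus 3 SD, set per campaign, cut at about 14% in these data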;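 note: inhibitors block serine hydrolase probe labeling of LYPLA1 so polarization falls; 0% = enzyme with DMSO and 100% = wells lacking LYPLA1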
GSTO1 counter – counter-screen for RBBP9 inhibitors: inhibitors of human GSTO1. P78417. 1.1% of 300,000 active. inhibition, % at 5.96 µM. recombinant GSTO1, activity-based probe fluorescence polarization;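 active = inhibition above the campaign mean inhibition plus 3 SD, cut at about 35% in these data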;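 note: 0% = GSTO1-1 with DMSO and 100% = wells lacking GSTO1-1 enzyme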
PAD4 FP inh – blocks human protein arginine deiminase 4; Q9UM07; recombinant PAD4, RCA probe fluorescence polarization; inhibition, % at 6.36 µM; 0.41% of 330,000 active; AID 485272;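 active = percent inhibition above a cutoff equal to the mean of all tested compounds plus 3 SD, cut at about 15% in these data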;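 note: 0% = PAD4 with RCA probe and DMSO and 100% = probe without PAD4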
Target sequence (Q9UM07 whole entry, looked up): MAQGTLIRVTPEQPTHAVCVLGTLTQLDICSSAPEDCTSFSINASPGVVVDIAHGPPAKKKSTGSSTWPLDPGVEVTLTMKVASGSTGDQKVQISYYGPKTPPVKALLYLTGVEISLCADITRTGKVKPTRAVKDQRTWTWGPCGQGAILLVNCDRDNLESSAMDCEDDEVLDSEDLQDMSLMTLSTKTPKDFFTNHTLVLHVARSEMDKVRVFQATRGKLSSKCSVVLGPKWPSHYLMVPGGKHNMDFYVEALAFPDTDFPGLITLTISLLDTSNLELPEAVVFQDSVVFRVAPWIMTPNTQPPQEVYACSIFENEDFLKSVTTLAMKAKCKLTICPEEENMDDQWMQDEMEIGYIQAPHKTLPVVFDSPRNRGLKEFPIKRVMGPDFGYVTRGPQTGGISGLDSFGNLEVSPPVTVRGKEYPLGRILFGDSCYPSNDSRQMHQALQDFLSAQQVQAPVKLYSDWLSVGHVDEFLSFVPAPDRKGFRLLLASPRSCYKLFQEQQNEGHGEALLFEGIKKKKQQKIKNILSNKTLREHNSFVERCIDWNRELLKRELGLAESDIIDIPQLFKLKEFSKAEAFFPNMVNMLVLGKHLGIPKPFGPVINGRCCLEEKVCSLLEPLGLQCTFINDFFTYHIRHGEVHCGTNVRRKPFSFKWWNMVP
PAFAH1B3 inh – PAFAH1B3 (human) inhibition; recombinant PAFAH1B3, FP-rhodamine probe, fluorescence polarization; inhibition, % at 3.39 µM; 0.28% of 340,000 active;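 active = inhibition above the screen-wide average of all tested compounds plus 3 SD, cut at about 25% in these data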;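 note: 0% = enzyme with DMSO only and 100% = wells lacking PAFAH1B3 protein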
PAFAH1B2 inh – PAFAH1B2 (human) inhibition; P68402; recombinant PAFAH1B2, FP-rhodamine activity probe, fluorescence polarization; inhibition, % at 3.39 µM; 1.2% of 340,000 active; AID 492953;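 active = inhibition above the mean of all tested compounds plus 3 SD, cut at about 24% in these data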;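 note: 0% = enzyme with DMSO and 100% = wells lacking PAFAH1B2; many of its hits are not listed in these tables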
LYPLA2 counter – blocks human lysophospholipase 2, a PME1 counter-screen. AID 2177. O95372. inhibition, % at 5.9 µM. 0.38% of 320,000 active. recombinant LYPLA2, FP-Rh probe fluorescence polarization;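 active = inhibition above the screen-wide mean plus 3 SD, limit set per campaign, cut at about 26% in these data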;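 note: 0% = LYPLA2 with DMSO and 100% = wells lacking LYPLA2 enzyme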
Target sequence (O95372 whole entry, looked up): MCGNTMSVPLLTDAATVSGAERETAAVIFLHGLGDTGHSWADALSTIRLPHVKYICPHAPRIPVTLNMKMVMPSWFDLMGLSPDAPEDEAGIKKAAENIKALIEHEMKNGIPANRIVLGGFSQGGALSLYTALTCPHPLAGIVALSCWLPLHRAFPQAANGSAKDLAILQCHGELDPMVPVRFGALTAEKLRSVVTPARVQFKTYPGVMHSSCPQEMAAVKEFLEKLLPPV
PAFAH2 FP inh – inhibitors of human PAFAH2; Q99487; recombinant PAFAH2, FP-rhodamine activity probe, fluorescence polarization; inhibition, % at 3.39 µM; 0.99% of 340,000 active; AID 492956;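 active = inhibition above the mean over all tested compounds plus 3 SD, cut at about 30% in these data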;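 note: inhibitors block probe labeling of enzyme so polarization drops; 0% = enzyme with DMSO and 100% = wells lacking PAFAH2 protein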
PME-1 primary – PME-1 (human) inhibition. inhibition, % at 5.9 µM. recombinant PME-1, FP-Rh probe fluorescence polarization. 0.53% of 320,000 active. AID 2130. Q9Y570;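 active = inhibition above the campaign mean of all compounds plus 3 SD, cut at about 26% in these data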;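 note: competitive labeling of PME-1 active site by serine hydrolase directed probe; 0% = PME-1 with DMSO and 100% = wells lacking PME-1 enzyme; inhibitors block probe labeling so polarization falls and inhibition rises; many of its hits are not listed in these tables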
pPAFAH FP inh – inhibitors of human plasma PAF acetylhydrolase (pPAFAH); Q13093; recombinant pPAFAH, FP-rhodamine probe fluorescence polarization; inhibition, % at 3.39 µM; 1.5% of 330,000 active;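 active = inhibition above the mean inhibition across the screen plus 3 SD, cut at about 25% in these data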;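 note: inhibitors block binding of the rhodamine activity-based probe so polarization drops; 0% = enzyme with DMSO and 100% = wells lacking pPAFAH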
Numbers without * were called inactive; · = not tested or not shown.

SMILES	LYPLA1 counter	GSTO1 counter	PAD4 FP inh	PAFAH1B3 inh	PAFAH1B2 inh	LYPLA2 counter	PAFAH2 FP inh	PME-1 primary	pPAFAH FP inh
CCC(CC)COC(=O)C1=C(C)NC(=O)NC1c1cccc([N+](=O)[O-])c1 (stereo not given)	-1	-70	5	8	18	5	2	-1	8
COC(=O)c1ccc(C(=O)NC(=S)Nc2nc3c(s2)CC(C)CC3)cc1 (stereo not given)	0	2	-7	3	0	1	6	-3	0
COc1ccc(/C=C/C(=O)NC2CCCCCC2)cc1S(=O)(=O)N1CCOCC1	2	-3	-5	7	3	-1	1	8	2
CCOC(=O)C1=C(COC(=O)Cc2ccccc2F)NC(=O)NC1C (stereo not given)	4	-8	-1	0	-1	5	6	-7	6
Cc1cc(C)c(S(=O)(=O)N2CCCC(C(=O)N3CCOCC3)C2)c(C)c1 (stereo not given)	-1	3	3	-5	0	-2	3	3	3
Cc1ccc(S(=O)(=O)N(C)CC(=O)OCC(=O)NCCc2ccc(S(N)(=O)=O)cc2)cc1	·	·	0	8	10	·	4	·	5
O=C(Nc1c2c(nn1-c1ccccc1)CS(=O)(=O)C2)c1ccccc1Br	-1	-1	-1	12	2	1	-18	3	6
COc1ccc(C(=O)CCS(=O)(=O)c2ccc(C)cc2)cc1OC	4	-1	1	7	3	6	-2	0	0
Cc1nc2ncnn2c(N2CCN(c3cccc(C(F)(F)F)c3)CC2)c1C	-1	1	3	9	8	19	2	3	10
O=C(N/N=C/c1ccc(N2CCOCC2)o1)c1cccc(F)c1	-1	3	-3	10	5	0	3	-1	2
Cc1cccc(N2CCN(C(c3ccc(N(C)C)cc3)c3nnnn3C(C)(C)C)CC2)c1C (stereo not given)	2	4	-2	10	4	-2	4	-1	0
O=C1OCc2cc(NC(=O)C3CCCCC3)ccc21	0	-5	-7	1	3	3	9	-12	2
O=C(C1=NN[C@@H]2C(=O)N(c3ccccc3C(F)(F)F)C(=O)[C@H]12)c1cnccn1	-1	7	1	12	5	-6	5	-5	4
COc1cccc(/C=C2\N=C(c3c(-c4ccccc4)noc3C)OC2=O)c1	0	1	6	-3	3	-3	9	-4	4
CCOC(=O)N1CCN(C(=O)c2ccc3c(=O)n(CCOC)c(=O)[nH]c3c2)CC1	-2	3	-1	0	0	-3	-5	1	-3
Cc1ccc(NC(=O)C(C)OC(=O)COc2cccc(C(F)(F)F)c2)cc1 (stereo not given)	1	·	-5	7	9	-2	1	1	6
Cc1ccc(-c2cc(C(=O)Nc3cc(C)on3)c3ccccc3n2)c(C)c1	-3	0	-1	-1	0	-4	6	-5	0
COCc1cc(C)n(CC(=O)N/N=C/c2ccc(-c3ccc(Cl)c(C(=O)O)c3)o2)c(=O)c1C#N	1	-4	-5	3	0	-3	1	-4	6
O=C(Nc1nc2ccccc2n1CCN1CCOCC1)c1ccc(Cn2cc([N+](=O)[O-])cn2)o1	-1	-2	5	2	-2	-2	-2	4	-2
C/C(=C\C(=O)c1ccc(Br)cc1)NNC(=O)c1ccccc1	1	25	0	9	6	5	10	-6	0
CCc1ccc(OCC(=O)NC(=S)Nc2ccc(Br)c(C)n2)cc1	-1	1	1	-1	4	2	4	-12	-7
Cc1ccc(NC(=S)N(Cc2ccco2)C(C)c2cccs2)cc1 (stereo not given)	-5	0	-1	4	1	-3	-13	0	1
CC(C)[C@H](NS(=O)(=O)c1cccc(Cl)c1)C(=O)OCC(=O)N1CCN(c2ccccc2)CC1	-2	12	3	2	4	-3	4	4	5
CN1CCN(C(=S)c2cn(Cc3ccccc3)c3ccccc23)CC1	-3	23	0	5	8	-6	7	-9	0
O=C(CN1CCN(Cc2ccccc2)CC1)N/N=C/c1ccccc1F	2	-3	9	·	·	6	·	6	5
Cc1ccc(N/N=C2\CCS(=O)(=O)c3sccc32)cc1	-2	17	-3	-1	3	-1	-3	5	-1
CC(C)CCNc1nc2c(c(=O)n(Cc3cccc(F)c3)c(=O)n2C)n1C	-3	8	1	-1	-2	1	-1	6	9
CCOC(=O)C[C@H]1c2ccccc2S(=O)(=O)N1C1CC1	1	1	-3	5	5	2	4	5	0
CC(=O)N1CCN(c2ccc(NC(=O)c3ccccc3)cc2)CC1	3	9	0	7	1	8	0	5	8
O=C(Nc1cccc(NC(=O)C2CCCO2)c1)C1CCCO1 (stereo not given)	-3	3	1	6	1	0	-3	0	5
Cc1cc(SCC(=O)Nc2ccccc2)nc(C)n1	2	1	2	3	-3	4	-6	-2	8
COc1ccc(-c2noc(CSc3nnc(-c4ccncc4)n3-c3ccc(F)cc3)n2)cc1OC	-1	0	-5	2	3	2	0	4	-4
CCOC(=O)CN(C(=O)COc1nc(C)cc(C)c1C#N)c1cccc(Cl)c1	1	3	1	11	3	0	-1	3	1
O=C(c1ccc2c(=O)n(Cc3ccccc3)c(=S)[nH]c2c1)N1CCOCC1	-3	13	3	7	11	1	19	1	8
NS(=O)(=O)c1ccc(CCNC(=O)CCNS(=O)(=O)c2ccccc2C(F)(F)F)cc1	-2	·	-2	-4	2	-2	-2	6	2
COc1ccc(OCCSc2nc3ccccc3c(=O)[nH]2)cc1	-1	1	1	0	-2	1	11	-5	4
Cc1ccc(OCC(=O)N/N=C\c2ccc(O)cc2)c([N+](=O)[O-])c1	-4	-1	1	-1	5	1	7	5	1
Cc1ccc(Cl)cc1N1CCN(Cc2nnnn2Cc2ccco2)CC1	4	2	6	-6	-3	14	-9	5	1
COC(=O)C1=C(C)NC(=O)/C1=C\N(C)C	3	5	-1	11	11	3	24	0	3
COc1cccc(N2CCN(CC(=O)Nc3ccc(S(=O)(=O)N4CCCCCC4)cc3)CC2)c1	-6	·	2	5	2	3	0	7	7
CC1(c2ccc([N+](=O)[O-])cc2)NC(=O)NC1=O (stereo not given)	-1	9	2	3	1	3	-3	0	-1
CC(=O)NS(=O)(=O)c1ccc(NC(=O)COc2ccc(C(=O)c3ccccc3)cc2)cc1	-13	0	-5	2	4	-2	-2	1	-17
O=C(CCc1ccccc1)NCCc1cccs1	1	8	-1	-2	1	2	-14	5	6
Cc1ccc(Cl)cc1N1CCN(C(=O)CCS(=O)(=O)c2ccc3c(c2)NC(=O)CO3)CC1	-3	21	1	6	0	18	-5	9	9
COc1cccc(-c2cc(C(F)(F)F)n3ncc(C(=O)NCC4CCCO4)c3n2)c1 (stereo not given)	-3	3	0	6	-3	-2	-1	1	0
COc1ccc(-c2nnc(SCC(=O)OC3CCCCC3)o2)cc1OC	0	9	-3	9	-2	-1	-1	1	11
CS(=O)(=O)NNC(=O)Cn1nnc(-c2cc(C(F)(F)F)cc(C(F)(F)F)c2)n1	0	0	0	·	·	5	·	6	3
O=C(CN1C(=O)NC2(CCCCCC2)C1=O)NCc1ccccc1Cl	·	·	4	11	6	·	2	·	1
Fc1ccc(NC(=S)NCc2ccccc2)cc1	-3	11	-5	7	2	-7	2	-1	5
O=C(NCC(=O)N1CCC(Cc2ccccc2)CC1)c1ccc(Cl)cc1	2	3	7	1	8	2	4	11	5
CCc1nnc(NC(=O)c2ccc(NC(=O)C(C)C)cc2)s1	2	-4	-3	-2	7	7	0	1	3
Cc1ccc(S(=O)(=O)Nc2n[nH]nc2C(=O)NC2CCCCC2)cc1	-1	0	3	·	·	1	·	-8	3
Cc1cc(C)n(-c2ncnc3sc4c(c23)CCCC4)n1	-1	2	1	2	4	-4	1	5	-1
Cc1ccc(/C=N/NC(=O)CC2N=C(Cc3ccccc3)NNC2=O)cc1 (stereo not given)	-6	1	-2	6	-3	-10	7	-1	1
C[C@H](NC(=O)c1ccc(Cl)cc1)C(=O)NNC(=O)c1cccs1	2	·	1	3	5	1	1	1	-1
CC12CCC(C(=O)NCc3ccccc3Cl)(CC1=O)C2(C)C (stereo not given)	-2	3	0	2	3	-2	-1	-3	7
CS(=O)(=O)Nc1ccc(-c2ccc(/C=C3\SC(N)=NC3=O)o2)cc1	-2	-10	2	-9	1	-10	4	-7	19
Cc1ccsc1CN(C)Cc1nc(C2CC2)no1	1	4	-6	-1	7	2	6	2	3
CC(C)Cc1nnc(NC(=O)C2CCN(C(=O)c3ccc(Cl)cc3)CC2)s1	4	9	4	5	1	12	3	2	2
CCC(NC(=O)NC1CCCCC1)c1ccccc1 (stereo not given)	-2	8	-3	9	14	-2	4	2	-4

Another view of part of the listing above.
canonical_smiles | LYPLA1 counter | GSTO1 counter | PAD4 FP inh | PAFAH1B3 inh | PAFAH1B2 inh | LYPLA2 counter | PAFAH2 FP inh | PME-1 primary | pPAFAH FP inh
O=C(NCC(=O)N1CCC(Cc2ccccc2)CC1)c1ccc(Cl)cc1 | 2 | 3 | 7 | 1 | 8 | 2 | 4 | 11 | 5
CC12CCC(C(=O)NCc3ccccc3Cl)(CC1=O)C2(C)C (stereo not given) | -2 | 3 | 0 | 2 | 3 | -2 | -1 | -3 | 7

Additional records
SMILES	LYPLA1 counter	GSTO1 counter	PAD4 FP inh	PAFAH1B3 inh	PAFAH1B2 inh	LYPLA2 counter	PAFAH2 FP inh	PME-1 primary	pPAFAH FP inh
CCN(CC)c1nc2n(c(=S)n1)CCS2	1	1	1	10	-9	1	1	0	7
Cc1ccc(S(=O)(=O)N(CC(=O)Nc2cccc(C(F)(F)F)c2)C(=O)N2CCN(C)CC2)cc1	6	5	1	2	-3	2	7	3	15
O=C(Nc1ccc(Cl)c([N+](=O)[O-])c1)ONC1=NCCCCC1	-4	-1	2	-1	5	-1	4	-8	3
CN(C)c1ccc(/C=[N+](\[O-])C(C)(C)/C=N/O)cc1	-2	8	-1	10	2	2	-8	-10	2
CCN(CC)S(=O)(=O)c1cc(C(=O)OCC(=O)NC(=O)c2cccn2C)ccc1C	-2	3	-1	-4	6	-4	62*	4	18
COc1ccc(S(=O)(=O)N2CCCCC2)cc1NC(=O)C1CC(=O)N(c2ccc3c(c2)OCCO3)C1 (stereo not given)	-4	6	-1	-1	2	-4	-2	14	-1
COc1cc(-c2cccc([C@H]3[C@@H]4C=CC[C@@H](C)[C@@H]4C(=O)N3Cc3ccccc3)c2)cc(OC)c1OC	·	·	-1	13	0	·	3	·	7
Cc1ccc(-c2csc(=Nc3cccnc3)n2CCCn2ccnc2)cc1C	-1	2	-3	-1	-5	-1	7	-1	5
O=S(=O)(NCC(c1ccco1)N1CCN(c2ccccc2F)CC1)c1ccc2c(c1)OCCO2 (stereo not given)	1	18	4	8	2	-1	-7	-4	1
C=CC(COCc1ccccc1)N(Cc1ccccc1)S(=O)(=O)c1ccccc1Br (stereo not given)	0	5	7	16	6	-3	1	-3	1
O=C(Nc1cccc(F)c1)C1CC(=O)N(c2ccc(Cl)cc2)C1 (stereo not given)	-2	-7	2	5	-5	-2	-1	0	5
Cc1ccc(S(=O)(=O)NCCc2cccs2)cc1	3	8	0	4	6	8	4	1	2
COc1ccc(C(=O)c2c(C(F)(F)F)oc3c2C(=O)c2ccccc2C3=O)cc1OC	-4	77*	34*	17	4	0	9	4	3
Cc1ccccc1N1C(=O)C2C3C=CC(CC3)C2C1=O (stereo not given)	-2	5	1	5	6	-1	-2	-1	5
CC(C)Cc1ccc(C(C)C(=O)N2CCOCC2)cc1 (stereo not given)	0	-4	-6	0	4	-3	-5	-2	2
Cc1cc(C)nc(/N=C2\NC(=O)CC(C(=O)O)N2c2ccc(C)c(C)c2)n1 (stereo not given)	0	0	-4	3	3	-2	7	-3	3
COc1cc(S(=O)(=O)Nc2ccc3nc(C)sc3c2)ccc1NC(C)=O	-2	·	6	5	5	5	4	1	6

Not all compounds are listed. The share of hits here may be higher or lower than overall.
